Source: PubChem BioAssay
ERK EGF block: inhibitors of EGF-stimulated ERK signaling pathway. HEK293-V1b, EGF-stimulated phospho-ERK AlphaScreen. Potency, µM (doses to about 11.5 µM), inactives show top-dose activity change, negative = inhibition, usual class: inhibitors. 0.41% of 130,000 active. AID 1454; active = well fitted inhibition curve with a large enough effect; inconclusive = small, poorly fitted or top-dose-only effect, or effect the other way;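 note: plate controls were stimulated vehicle wells for no effect and unstimulated vehicle basal for full effect; nearly all actives have a fitted effect of over 55% in size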
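Cell line HEK293 (stable V1b), low serum overnight. Pretreatment: compound 30 min, 37C. EGF 25 nM, 5 min. Detection: SureFire AlphaScreen, 5 h RT. AC50 via standard Hill equation.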
Starred values were filed as active, the others as inactive; ? = inconclusive; & = joins results of further samples; [ ] = dose if it differs, or a comment. Potency is the fitted concentration of half-maximal effect.

Start of the listing, in advance (2 entries):
SMILES	ERK EGF block
O=C(COc1ccccc1)NN1C(=O)CSC1=S	-1%
COc1ccc(OCCN2C(=O)NC3(CCc4ccccc4C3)C2=O)cc1 (stereo not given)	3%

This part in full, previewed entries included:
SMILES	ERK EGF block
O=C(COc1ccccc1)NN1C(=O)CSC1=S	-1%
COc1ccc(OCCN2C(=O)NC3(CCc4ccccc4C3)C2=O)cc1 (stereo not given)	3%
COCCNC(=S)N/N=C(\C)c1ccccc1O	11%
O=C(Cn1ccc(C(F)(F)F)n1)N=Nc1c(O)[nH]c2ccccc12	-2%[57.5 µM]
Cc1cccc(C)c1NC(=O)COn1nnc2ccc(C(F)(F)F)cc21	5%
O=S(=O)(c1cc(Cl)sc1Cl)N1CCCC1	-3%[57.5 µM]
Cc1nc2ccccc2nc(C)c1=NOCc1cccc(Cl)c1	-12%[57.5 µM]
CCOc1ccc(-c2c(=O)n(OCc3nc4ccccc4[nH]3)c3ccccc3[n+]2[O-])cc1	7%[57.5 µM]
Cc1cc(C)nc(/N=C(\N)Nc2ccc(C(C)C)cc2)n1	?
O=C(NN=C1CCC(c2ccccc2)CC1)c1cc2c(s1)CCCC2 (stereo not given)	0%
CCN1C(=O)/C(=C\c2nc3ccccc3c(=O)n2CC)c2ccccc21	3%
O=C(Cn1cc(C(=O)c2ccco2)c2ccccc21)Nc1ccccc1F	-1%
Cc1nnc(Nc2ccc(Cl)cc2)s1	7%[57.5 µM]
COc1ccc(N2CCN(C(C)C(=O)Nc3nnc(C)s3)CC2)cc1 (stereo not given)	3%
Nc1nc(-c2ccc(-n3nncc3-c3ccco3)cc2)cs1	12%[57.5 µM]
COc1ccc(-c2ccc(C)cc2)cc1[C@H]1[C@@H]2C=CCC[C@@]2(C)C(=O)N1Cc1ccccc1	-5%[57.5 µM]
O=Cc1cn(-c2ccccc2)nc1-c1ccncc1	4%
CCN(CC)c1ccc(NC(=O)C2=CCN(S(=O)(=O)c3ccc(F)cc3)CC2)c(C)c1	-8%
CN1CCN(CC#CCC2(O)c3ccccc3-c3ccccc32)CC1	-4%
O=C(CCNS(=O)(=O)c1cccs1)NC1CCN(Cc2ccccc2)CC1	-10%
CC1=CC(=C(C#N)C#N)C=C(C)N1CCN1CCN(C(=O)Nc2cccc(Cl)c2)CC1	3%
CCc1ccc(NC(=O)C(=O)NCCN2CCN(S(C)(=O)=O)CC2)cc1	-3%
CCn1c(SCC(=O)N/N=C/c2cccs2)nc2ccccc21	6%
OC/C=C/c1ccc(O)c(O)c1	22%
Cc1ccc(C(=O)CCC(=O)N2CCC(C(N)=O)CC2)cc1	7%
Going on with the list:
SMILES	ERK EGF block
Cc1ccccc1OCc1nnc(SCC(=O)Nc2c(C)n(C)n(-c3ccccc3)c2=O)n1-c1ccccc1	-2%
COc1ccccc1C(=O)NCc1ccccc1	6%
Cn1c(SCc2ccccc2F)nnc1-c1ccccn1	-8%
C/C(=N\N1C(=O)c2ccccc2NC1c1ccco1)c1ccccc1O (stereo not given)	-14%
CCOC(=O)Cn1c(=O)oc2cc(S(=O)(=O)NC(C)(C)CC)ccc21	-3%[57.5 µM]
CC(C)c1ccc(NC(=O)COC(=O)[C@H](CCC(N)=O)NC(=O)c2ccc(F)cc2)cc1	-10%
CSCCC(NC(=O)c1ccccc1)C(=O)O (stereo not given)	0%
COCCNCC(=O)Nc1ccccc1Sc1ccccc1	4%
Cc1cc(C)cc(NC(=S)/C(=C(\[O-])c2ccc(Cl)cc2Cl)[n+]2ccc(C(C)(C)C)cc2)c1	-9%[57.5 µM]
CC(=O)C1C(=O)c2c(cccc2[N+](=O)[O-])C1=Nc1ccc(S(N)(=O)=O)cc1 (stereo not given)	1%
Cc1cc(Oc2ncccc2[N+](=O)[O-])c2cc(Cl)ccc2n1	0%[57.5 µM]
CC(=O)c1ccc(N2CCN(C(=O)/C=C/c3ccc4ccccc4n3)CC2)cc1	-10%
C/C(=N\NC(=O)CCc1ccc(S(=O)(=O)N2CCOCC2)cc1)c1ccccc1Cl	9%
O=C1c2ccccc2C(Nc2ccc3c(c2)OCO3)N1Cc1ccc2c(c1)OCO2 (stereo not given)	?
NC(=S)Nc1cccc2[nH]ccc12	?
O=C(CC1(O)C(=O)Nc2ccccc21)c1ccc(-n2cnnn2)cc1 (stereo not given)	-11%
CCC(C)(C)NC(=O)CN(Cc1ccc2c(c1)OCO2)C(=O)CCC(=O)Nc1ccccn1	-3%
CCOCCCNC(=O)c1ccc2c(c1)N=C(CC)c1cc(Br)ccc1S2	6%
COC(=O)/C(C#N)=C/c1c(Oc2cccc(C)c2)nc2ccccn2c1=O	3%[57.5 µM]
Cc1c2ccccc2c(CSC(=N)N)c2ccccc12	1%
CC(=O)c1c(C)[nH]c(C(=O)OCC(=O)Nc2cccc(S(=O)(=O)N3CCCC3)c2)c1C	-16%
COc1ccc(/C=N/NC(=O)C(=O)N2CCCC2)cc1OC	9%
CCNC(=S)N/N=C(\C)c1cccc([N+](=O)[O-])c1	1%
Cc1ccc(C(=O)N(CN2CCCC2=O)c2ccccc2)cc1	-10%
Cc1oc(-c2cc(Cl)cc(Cl)c2)cc1C(=O)NCCc1ccccc1	6%
Continued.
SMILES	ERK EGF block
CCCCNC(=O)C(c1ccc(OCC(=O)OC)c(C(=O)OC)c1)N(CCc1c[nH]c2ccccc12)C(=O)CCCCCN1C(=O)NC(c2ccc(-c3ccccc3)cc2)C(C(=O)OCc2ccccc2)=C1C (stereo not given)	-4%[57.5 µM]
COc1ccc([N+](=O)[O-])cc1NC(=O)CSc1nc(C)cc(C)n1	2%
Cc1ccc2nc(-c3ccccc3)c(CN3CCN(c4ccccc4F)CC3)n2c1	-1%
CCN(CC(=O)Nc1ccc(OC(F)F)cc1)C1CCCCC1	-11%
O=C(NCc1ccc(Cl)cc1)C(=O)NCC1OCCN1C(=O)c1ccc(Cl)cc1 (stereo not given)	5%
O=C(Nc1cccnc1)c1cc2cc(Br)ccc2oc1=O	2%
COC(=O)[C@H]1C[C@@H]1[C@H](NC(=O)OCc1ccccc1)c1ccccc1	-1%&4%
CN(C)CCNc1nc2sc3c(c2c(=O)n1CCc1ccccc1)CCCCC3	?
Nc1ccc(C(=O)OCC(=O)NC2CCS(=O)(=O)C2)cc1[N+](=O)[O-] (stereo not given)	2%[57.5 µM]
CC(=O)N(C)c1nnc(-c2ccccn2)s1	-8%
CCN(CC)c1ccc(/C=N/N2CCN(Cc3ccc(C)cc3C)CC2)c(O)c1	-2%
NC(=O)c1sc(-c2ccsc2)cc1NS(=O)(=O)c1ccc(C(F)(F)F)cc1	-10%[57.5 µM]
COC(=O)[C@@H]1C[C@H]2CC[C@H](O)C[C@H]2N1Cc1ccc(Cl)cc1	14%
CCn1nc(C)cc1C(=O)Sc1cccc(Cl)c1	-2%[57.5 µM]
Cc1cccc(NC(=O)CSc2ccc(-c3ccco3)nn2)c1	4%
Cn1cc(Br)c(-c2cccc(NC(=O)CCC(=O)O)c2)n1	-3%[57.5 µM]
COc1cc(/C=C/c2ccc3c(Br)cc(Br)c(O)c3n2)ccc1O	-3%[57.5 µM]
CC(=O)c1ccc(OCC(=O)NCc2ccc(F)cc2)cc1	4%
CC(Cc1ccccc1)C(=O)NCCO (stereo not given)	3%&13%
COc1ccc2ccc(=O)oc2c1CC(O)C(C)(C)O (stereo not given)	-2%[57.5 µM]
CCn1c(SCC(=O)NCC2CCCO2)nnc1-c1ccc(Cl)cc1 (stereo not given)	-2%
COc1cccc(/C=N/Nc2nc3ccccc3n3cnnc23)c1O	-1%
Clc1ccccc1OCc1nnc(-c2ccccc2)o1	-5%
COc1ccccc1Cn1c(/C=C/c2ccccc2)nc2ccccc21	-3%
CC(=O)c1ccc(N2CCN(S(=O)(=O)c3cccc4nonc34)CC2)cc1	-12%[57.5 µM]

Part of the list above, with bars between the fields.
mol | ERK EGF block
O=C(COc1ccccc1)NN1C(=O)CSC1=S | -1%
COc1ccc(OCCN2C(=O)NC3(CCc4ccccc4C3)C2=O)cc1 (stereo not given) | 3%
COCCNC(=S)N/N=C(\C)c1ccccc1O | 11%
O=C(Cn1ccc(C(F)(F)F)n1)N=Nc1c(O)[nH]c2ccccc12 | -2%[57.5 µM]
Cc1cccc(C)c1NC(=O)COn1nnc2ccc(C(F)(F)F)cc21 | 5%
O=S(=O)(c1cc(Cl)sc1Cl)N1CCCC1 | -3%[57.5 µM]
Cc1nc2ccccc2nc(C)c1=NOCc1cccc(Cl)c1 | -12%[57.5 µM]
CCOc1ccc(-c2c(=O)n(OCc3nc4ccccc4[nH]3)c3ccccc3[n+]2[O-])cc1 | 7%[57.5 µM]
Cc1cc(C)nc(/N=C(\N)Nc2ccc(C(C)C)cc2)n1 | ?
O=C(NN=C1CCC(c2ccccc2)CC1)c1cc2c(s1)CCCC2 (stereo not given) | 0%
CCN1C(=O)/C(=C\c2nc3ccccc3c(=O)n2CC)c2ccccc21 | 3%
O=C(Cn1cc(C(=O)c2ccco2)c2ccccc21)Nc1ccccc1F | -1%
Cc1nnc(Nc2ccc(Cl)cc2)s1 | 7%[57.5 µM]
COc1ccc(N2CCN(C(C)C(=O)Nc3nnc(C)s3)CC2)cc1 (stereo not given) | 3%
Nc1nc(-c2ccc(-n3nncc3-c3ccco3)cc2)cs1 | 12%[57.5 µM]

(next part)
SMILES	ERK EGF block
CC(C)OC(=O)c1ccc(NC(=O)c2ccccc2)cc1	3%
COC(=O)c1cn(NC(=O)c2ccc([N+](=O)[O-])cc2Cl)c(=O)c2ccccc12	-2%
FC(F)(F)c1nc2ccccc2[nH]1	-9%[57.5 µM]
COc1cccc(/C=C2\SC(=O)N(CCC(=O)NNC(=O)c3cccc(Cl)c3)C2=O)c1	-1%
CCN(CC)S(=O)(=O)c1ccc2[nH]c(=O)cc(C(=O)Nc3ccc(C)c(S(=O)(=O)N(CC)CC)c3)c2c1	5%
Cc1cccc(NC(=O)c2ccccc2OCC(=O)c2ccc(F)cc2)c1	0%
Nc1ccc(C(=O)O)c(O)c1	-3%&12%
CCCCCCCCNC1=CC(=O)CC(C)(C)C1	6%[57.5 µM]
O=C(Nc1ccc(N2CCOCC2)cc1)C1CCN(C(=O)OCc2ccccc2)CC1	-7%[57.5 µM]
COc1ccc(CCNC(=O)C2=COCCO2)cc1	4%
COc1ccc(CN2C(=O)CSC2c2ccccn2)cc1 (stereo not given)	-2%[57.5 µM]
COc1ccc([N+](=O)[O-])cc1N/C(=N/S(=O)(=O)c1ccccc1)c1ccccc1	-19%
CCOc1ccc(N2C(=O)C3ON(c4ccccc4)C(c4cccs4)C3C2=O)cc1 (stereo not given)	-8%
O=S(=O)(NCCC1CC1(Cl)Cl)c1ccc(Cl)cc1 (stereo not given)	4%[57.5 µM]
COc1ccc(/C(C)=N/Nc2ncc(Cl)cc2Cl)c(O)c1	5%
CCCNC(=O)C1CCN(S(=O)(=O)c2ccc(Br)cc2)CC1	12%
Cc1ccccc1N1C(=O)C2C3CC(=O)C(c4ccccc43)C2C1=O (stereo not given)	4%
O=C(CC1C(=O)NCCN1Cc1cccc(Oc2ccccc2)c1)NCc1cccnc1 (stereo not given)	-3%
CC(=O)c1ccc(NC(=S)Nc2ccc(N3CCOCC3)cc2)cc1	5%
C[C@]12CC(O)C3C(CCC4=CC(=O)CC[C@@]43C)C1CCC2c1csc(-c2ccccc2)n1 (stereo not given in full)	-12%[57.5 µM]
C/C(CC(=O)Nc1ccc(Cl)c(C(F)(F)F)c1)=N\NC(=O)c1cccc(O)c1	8%
CCOC(=O)c1cnn(Cc2cccc(Cl)c2)c1C	1%
Cc1noc2ncnc(Oc3ccc(Cl)cc3Cl)c12	-9%
Cc1cc(C)c(C)c(S(=O)(=O)NNC(=O)c2cccc(S(=O)(=O)N3CCOCC3)c2)c1C	-3%
Cc1cc2nnc(SCC(=O)Nc3cc(S(=O)(=O)N4CCOCC4)ccc3Cl)n2c2ccccc12	0%
Continued:
SMILES	ERK EGF block
CCOC(=O)N1CCC(N2Cc3cccc(C(=O)N4CCN(c5cccc(C)c5C)CC4)c3C2=O)CC1	-6%[57.5 µM]
COCCn1c(SC2CCOC2=O)nc2ccccc2c1=O (stereo not given)	-5%[57.5 µM]
CCOc1ccccc1CNCc1ccc(F)cc1	?
Cc1ccc(C2N=C(N)Nc3nc4ccccc4n32)cc1 (stereo not given)	2%
CCOC(=O)N/N=C/c1ccc(OC)c(O)c1	-3%
Cc1onc(-c2c(Cl)cccc2Cl)c1CO/N=C(\C#N)c1c(Cl)cccc1Cl	15%[57.5 µM]
COc1ccc(C(=O)NC2CCCCCC2)cc1S(=O)(=O)N1CCCC1	-8%
O=C(O)/C=C/C(=O)NC1CCC(CC2CCC(NC(=O)/C=C/C(=O)O)CC2)CC1 (stereo not given)	-6%
C/C=C\C(=O)Nc1cccc(C2=NOC3(C2)C[C@@H](C(N)=O)N(C(=O)c2ccc(Cl)cc2)C3)c1 (stereo not given in full)	-6%[57.5 µM]
COc1ccc(C(=O)Nc2c(-c3cccs3)c(=O)c3ccccc3n2C)cc1	5.6µM*
N#CCCNC(=O)Cn1c(COc2ccc(Cl)cc2)nc2ccccc21	5%
O=C(/C=C/c1ccccc1Cl)N(Cc1ccc(Cl)cc1)C1CCS(=O)(=O)C1 (stereo not given)	5%
COc1ccc2nc(COC(=O)c3cccs3)c(C(C)=O)[n+]([O-])c2c1	0%[57.5 µM]
CCOC(=O)C1=NN(C(=O)c2ccc(OC)cc2)C(O)(c2ccc(Cl)cc2)C1 (stereo not given)	5%
N#C/C(=C\c1ccc(OCC(N)=O)cc1)S(=O)(=O)c1ccccc1	-2%
Cc1cc(C)c(S(C)(=O)=O)c(N(C)N)n1	-7%
Cc1cc(=O)oc2cc(NC(=O)CC3(CC(=O)O)CCCC3)ccc12	-2%[57.5 µM]
CCOc1ccc(OCC)c(S(=O)(=O)NCc2cccnc2)c1	1%

The list is partial. The share of hits here may be higher or lower than overall.
